TRb SRC2 PPI: inhibitors of human thyroid hormone receptor beta-SRC2 interaction | P10828 | TRbeta-SRC2 peptide binding, fluorescence polarization; receptor liganded with 1 µM T3 | Potency, µM (top dose mostly 106 µM), inactives show at the top dose activity change, negative = inhibition, actives largely listed as inhibitors | 280,000 tested, 0.065% active | AID 1469;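 note: plate controls were bound peptide for no effect and peptide without receptor for full effect; nearly all actives have a fitted effect of over 50% in size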
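Quantitative HTS by FP: 0.6 uM TRb LBD, 20 nM labeled SRC2 20-mer, 1 uM T3, 5% DMSO; 5 hr ambient incubation; % activity per concentration and potencies from concentration series.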
ALDH1A1 inh: ALDH1A1 (human) enzyme inhibition. P00352. Purified ALDH1A1, NADH fluorescence, propionaldehyde substrate. Potency, µM (highest dose often 75.3 µM), inactives show at the top dose activity, negative = inhibition, most hits filed as inhibitors. 220,000 tested, 7.3% active. AID 1030; active = well fitted inhibition curve with a large enough effect, not every such curve was filed as active; inconclusive = small, poorly fitted or top-dose-only effect, or another doubt; inactive = no such curve, though single readings can be large or run the other way;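 note: plate controls were no enzyme wells and a reference inhibitor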
Target sequence (P00352 whole entry, looked up): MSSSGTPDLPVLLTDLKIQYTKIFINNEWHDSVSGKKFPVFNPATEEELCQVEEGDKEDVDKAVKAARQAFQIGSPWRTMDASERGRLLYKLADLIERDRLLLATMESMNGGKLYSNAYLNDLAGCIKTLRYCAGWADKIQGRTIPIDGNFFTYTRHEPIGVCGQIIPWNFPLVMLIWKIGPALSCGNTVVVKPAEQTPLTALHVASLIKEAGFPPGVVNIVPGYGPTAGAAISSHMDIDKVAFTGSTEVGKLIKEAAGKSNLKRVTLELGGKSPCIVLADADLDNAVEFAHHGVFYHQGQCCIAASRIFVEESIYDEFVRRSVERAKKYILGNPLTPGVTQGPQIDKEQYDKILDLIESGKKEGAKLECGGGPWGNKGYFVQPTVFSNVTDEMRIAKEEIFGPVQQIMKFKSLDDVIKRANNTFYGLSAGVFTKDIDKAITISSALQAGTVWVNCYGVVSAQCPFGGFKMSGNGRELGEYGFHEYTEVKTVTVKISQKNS
Tau fluor cs: counter-screen for tau fibril formation inhibitors. AID 1463. 280,000 tested, 0.93% active. Potency, µM (doses to about 57.7 µM), for the others: at the highest dose activity change, negative = decrease. tau K18 P301L Alexa594 fluorescence, heparin fibrillization; note: nearly all actives have a fitted effect of over 55% in size
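Human tau K18 P301L (15 uM unlabeled, 0.24 uM Alexa 594-labeled) in 100 mM sodium acetate pH 7 with 20 uM heparin, 6 hr at 37 C. ThT 30 uM added, 1 hr ambient; Alexa 594 FP and total fluorescence read at 555/632 nm.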
Tau ThT inhib: inhibitors of human tau fibril formation, thioflavin T binding | AID 1460 | 270,000 tested, 2.1% active | P10636 | recombinant tau K18 P301L (four-repeat tau fragment), heparin-induced fibrillization, ThT fluorescence | Potency, µM (top dose mostly 57.4 µM), for inactives: top-dose activity, negative = inhibition, hits mostly inhibitors; note: nearly all actives have a fitted effect of over 55% in size
Target sequence (P10636 561-689 P618L limits assumed): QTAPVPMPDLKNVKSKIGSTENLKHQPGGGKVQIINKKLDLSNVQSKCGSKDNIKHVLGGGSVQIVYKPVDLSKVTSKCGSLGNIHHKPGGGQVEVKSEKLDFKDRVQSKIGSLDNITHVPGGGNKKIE
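Recombinant human tau K18 fragment […] carrying P301L, 15 uM unlabeled plus 0.24 uM Alexa 594-labeled, was fibrillized with 20 uM heparin in 100 mM sodium acetate pH 7 for 6 hr at 37 C; 30 uM ThT fluorescence read after 1 hr.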
L3MBTL1 inh: blocks human L3MBTL1. Potency, µM (highest dose often 57.1 µM), inactives show top-dose activity, negative = inhibition, hits mostly inhibitors. AlphaScreen L3MBTL1–H3K9me1 peptide binding. AID 485360. 230,000 tested, 0.66% active; note: nearly all actives have a fitted effect of over 60% in size
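L3MBTL1 (50 nM) pre-complexed 30 min with biotinylated H3(1-15)K9me1 peptide (75 nM), then compounds added for 30 min at room temperature; AlphaScreen streptavidin donor/nickel chelate acceptor beads (10 ug/mL final) read after 30 min dark incubation.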
GLA spleen mod: inhibits or activates alpha-galactosidase in human spleen homogenate; P06280; human spleen homogenate, 4MU-alpha-Gal fluorescence, 40 min; Potency, µM (top dose mostly 80 µM), inactives show at the top dose activity change, negative = inhibition, most hits filed as inhibitors; 240,000 tested, 0.008% active; AID 2107;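 note: 0% = enzyme with vehicle and -100% = no enzyme basal signal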
Target sequence (P06280 32-429 limits assumed): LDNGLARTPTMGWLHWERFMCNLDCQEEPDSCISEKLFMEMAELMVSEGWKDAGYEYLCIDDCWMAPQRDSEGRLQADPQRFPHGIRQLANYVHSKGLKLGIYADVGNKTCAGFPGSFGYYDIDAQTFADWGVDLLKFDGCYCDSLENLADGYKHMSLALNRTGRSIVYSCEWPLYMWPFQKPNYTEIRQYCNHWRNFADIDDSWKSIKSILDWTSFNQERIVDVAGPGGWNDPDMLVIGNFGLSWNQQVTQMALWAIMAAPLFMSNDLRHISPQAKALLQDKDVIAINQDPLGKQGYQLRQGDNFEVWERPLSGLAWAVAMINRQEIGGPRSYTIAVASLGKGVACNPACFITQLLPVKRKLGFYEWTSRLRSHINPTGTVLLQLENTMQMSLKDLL
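Inhibition or activation of alpha-galactosidase in human spleen homogenate is scored by 4-MU fluorescence after 40 min at 37C, pH 5.0, with 1 mM substrate. AC50s come from concentration-response fitted to the Hill equation.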
TexasRed fluor: Texas Red fluorescence interference in TRb-SRC2 counter-screen; 280,000 tested, 0.29% active; AID 1479; Potency, µM (series often up to 106 µM), without a hit: at the highest dose fluorescence change, negative = quenching; TRb/SRC2 Texas Red total fluorescence interference; active = well fitted curve in either direction with a large enough effect; inconclusive = small, poorly fitted or top-dose-only effect
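Human TRβ ligand-binding domain (0.6 uM) and Texas Red SRC2 peptide (20 nM) in Tris buffer with 1 uM T3 and 5% DMSO were incubated with pinned compound for 5 hr at ambient temperature. Total fluorescence was computed as S + 2P (555/632 nm).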
Tau fibril FP: blocks human tau fibril formation measured by polarization; P10636; K18 P301L tau heparin fibrillization, Alexa594 FP, 6 h; Potency, µM (doses to about 57.7 µM), for inactives: top-dose activity, negative = inhibition, usual class: inhibitors; 280,000 tested, 0.39% active; AID 1468; note: nearly all actives have a fitted effect of over 55% in size
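Read-out: fluorescence polarization of Alexa 594-labeled tau (0.24 uM), 555 nm excitation, 632 nm emission. Mixtures held 15 uM unlabeled K18 P301L, compound and 20 uM heparin, pH 7 acetate buffer, incubated 6 hr at 37 C.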
Numbers without * were called inactive; [ ] = dose if it differs, or a comment. Unless noted, calls come from the whole dose curve; as a rule, active = well fitted curve in the direction sought with a large enough effect; inconclusive = small, poorly fitted or top-dose-only effect, or another doubt; inactive = no such curve, though single readings can be large; an effect the other way counts as inactive or inconclusive. Unless noted, % is set by controls: 0 for no effect and ±100 for the full control effect; potency is the fitted concentration of half-maximal effect.

O=C(CN(c1ccc(Cl)cc1)S(=O)(=O)c1ccccc1)N/N=C/c1ccco1 was read as TRb SRC2 PPI 0%, ALDH1A1 inh inconclusive, Tau fluor cs inconclusive, Tau ThT inhib -5%, GLA spleen mod -25%, TexasRed fluor 1% and Tau fibril FP 1%.
Screening C/C(=N\NC(=O)C1COc2ccccc2O1)c1ccc(N2CCOCC2)cc1 (stereo not given) returned TRb SRC2 PPI -1%, ALDH1A1 inh inconclusive, Tau fluor cs -12%, Tau ThT inhib inconclusive, L3MBTL1 inh 7%, GLA spleen mod -8%, TexasRed fluor -8% and Tau fibril FP 10%.
`COC(=O)c1sccc1-n1cccc1C(=O)C(=O)N1CCCCC1` gave TRb SRC2 PPI 6%, ALDH1A1 inh 4%, Tau fluor cs -2%, Tau ThT inhib 1%, GLA spleen mod -5%, TexasRed fluor 3% and Tau fibril FP -3%.
O=C(Cc1cccc2ccccc12)NC(NC(=S)Nc1ccccc1Cl)C(Cl)(Cl)Cl (stereo not given) was read as TRb SRC2 PPI -1%, ALDH1A1 inh inconclusive, Tau fluor cs -18%, Tau ThT inhib 3%, L3MBTL1 inh 6%, GLA spleen mod 10%, TexasRed fluor 1% and Tau fibril FP inconclusive.
`COc1ccc(NC2c3ccccc3C(=O)N2c2cccnc2)cc1` (stereo not given) gave TRb SRC2 PPI 1%, Tau fluor cs -25%, Tau ThT inhib inconclusive, L3MBTL1 inh -22%, GLA spleen mod -7%, TexasRed fluor -3% and Tau fibril FP -13%.
Screening Cc1cc(Br)cc2cn[nH]c12 returned TRb SRC2 PPI 5%, ALDH1A1 inh -11%, Tau fluor cs 2%, Tau ThT inhib 0%, L3MBTL1 inh -6%, GLA spleen mod 0%, TexasRed fluor -2% and Tau fibril FP 2%.
`c1cnc(Oc2ccc3oc4ccccc4c3c2)nc1` gave TRb SRC2 PPI -1%, ALDH1A1 inh 10%, Tau fluor cs -26%, Tau ThT inhib -20%, L3MBTL1 inh 5%, GLA spleen mod -4%, TexasRed fluor 1% and Tau fibril FP inconclusive.
Screening Cc1cccc(N(CC(=O)NC(C)(C)C)C(=O)CNC(=O)c2cccs2)c1C returned TRb SRC2 PPI 2%, Tau fluor cs 1%, GLA spleen mod 3%, TexasRed fluor 3% and Tau fibril FP -3%.
CC1CC1C(=O)OCc1cc(=O)n2cc(Br)ccc2n1 (stereo not given) was read as TRb SRC2 PPI 2%, ALDH1A1 inh -14%, Tau fluor cs 1%, Tau ThT inhib -4%, L3MBTL1 inh -2%, GLA spleen mod 1%, TexasRed fluor -6% and Tau fibril FP 1%.
Screening Fc1c(F)c(F)c(N/N=C/c2c[nH]c3ccccc23)c(F)c1F returned TRb SRC2 PPI -2%, ALDH1A1 inh 32µM*, Tau fluor cs 7.1µM*[quencher], Tau ThT inhib 13µM*, L3MBTL1 inh -11%, GLA spleen mod 4%, TexasRed fluor -2% and Tau fibril FP inconclusive.
Screening COc1ccc(N2CC(=O)N(c3ccc(OC)c(OC)c3)CC2=O)cc1OC returned TRb SRC2 PPI 4%, ALDH1A1 inh 0%, Tau fluor cs -3%, Tau ThT inhib -9%, L3MBTL1 inh 1%, GLA spleen mod -16%, TexasRed fluor -2% and Tau fibril FP 5%.
For COc1ccc(CCN2CCCn3c2nc2c3c(=O)n(Cc3ccccc3F)c(=O)n2C)cc1OC the results were TRb SRC2 PPI 0%, ALDH1A1 inh 3.5µM*, Tau fluor cs -18%, Tau ThT inhib -14%, L3MBTL1 inh 1%, GLA spleen mod -6%, TexasRed fluor -4% and Tau fibril FP 14%.
For COC(=O)C(CCCCNC(=O)OCc1ccccc1)NC(=O)CN (stereo not given) the results were TRb SRC2 PPI -7%, ALDH1A1 inh 28µM*, Tau fluor cs 0%, Tau ThT inhib -8%, GLA spleen mod 2%, TexasRed fluor -3% and Tau fibril FP -4%.
Screening CCc1ccc(NC(=O)c2cc3c(=O)n(Cc4cccnc4)ccc3nc2C)cc1 returned TRb SRC2 PPI 4%, Tau fluor cs -12%, Tau ThT inhib -3%, TexasRed fluor -25% and Tau fibril FP -1%.
Screening Cc1ccc(OCCSc2nc(N)cc(N)n2)cc1 returned TRb SRC2 PPI 3%, ALDH1A1 inh -6%, Tau fluor cs -16%, Tau ThT inhib -16%, GLA spleen mod 1%, TexasRed fluor 0% and Tau fibril FP -10%.

Entries listed so far containing a furan ring, fused or not (2):
O=C(CN(c1ccc(Cl)cc1)S(=O)(=O)c1ccccc1)N/N=C/c1ccco1 was read as TRb SRC2 PPI 0%, ALDH1A1 inh inconclusive, Tau fluor cs inconclusive, Tau ThT inhib -5%, GLA spleen mod -25%, TexasRed fluor 1% and Tau fibril FP 1%.
`c1cnc(Oc2ccc3oc4ccccc4c3c2)nc1` gave TRb SRC2 PPI -1%, ALDH1A1 inh 10%, Tau fluor cs -26%, Tau ThT inhib -20%, L3MBTL1 inh 5%, GLA spleen mod -4%, TexasRed fluor 1% and Tau fibril FP inconclusive.

New compounds follow:
Screening O=C(CSc1nc2c(cnn2-c2ccc(F)cc2)c(=O)[nH]1)N1CCCc2ccccc21 returned TRb SRC2 PPI 5%, ALDH1A1 inh -6%, Tau fluor cs -30%, Tau ThT inhib -14%, L3MBTL1 inh 9%, GLA spleen mod 2%, TexasRed fluor 2% and Tau fibril FP -10%.
`Cc1nn(-c2ccccc2)c(N)c1C(O)(CC(=O)C(F)(F)F)C(F)(F)F` (stereo not given) gave TRb SRC2 PPI 2%, ALDH1A1 inh 10%, Tau fluor cs 0%, Tau ThT inhib 1%, L3MBTL1 inh 4%, GLA spleen mod 5%, TexasRed fluor -1% and Tau fibril FP -2%.
Screening Cc1nn(-c2ccc(F)cc2)c(N)c1C1(O)C(=O)Nc2ccccc21 (stereo not given) returned TRb SRC2 PPI -2%, ALDH1A1 inh -7%, Tau fluor cs -2%, Tau ThT inhib -1%, L3MBTL1 inh 15%, GLA spleen mod -6%, TexasRed fluor 0% and Tau fibril FP -1%.
CCc1ccc2occ(CC(=O)Nc3ccc(C)c(C)c3)c2c1 was read as TRb SRC2 PPI -2%, Tau fluor cs inconclusive, Tau ThT inhib -12%, TexasRed fluor 8% and Tau fibril FP inconclusive.
`COc1ccc2c(c1)c(C(=O)CN1CCN(c3ccccc3)CC1)c(C)n2C` gave TRb SRC2 PPI 1%, ALDH1A1 inh inconclusive, Tau fluor cs -20%, Tau ThT inhib inconclusive, L3MBTL1 inh -28%, GLA spleen mod 2%, TexasRed fluor 1% and Tau fibril FP 5%.
Screening CCOC(=O)c1cc(C(=O)NC(C)c2ccccc2)c(C)[nH]c1=O (stereo not given) returned TRb SRC2 PPI 1%, ALDH1A1 inh inconclusive, Tau fluor cs 4%, Tau ThT inhib 0%, L3MBTL1 inh 7%, GLA spleen mod 3%, TexasRed fluor -3% and Tau fibril FP 4%.
For NCCCC[C@@H]1NC(=O)c2cc([N+](=O)[O-])cc(I)c2SC[C@@H](C(N)=O)NC(=O)[C@H](CCC(N)=O)NC1=O the results were TRb SRC2 PPI 2%, ALDH1A1 inh 14%, Tau fluor cs -4%, Tau ThT inhib -2%, L3MBTL1 inh 5%, GLA spleen mod 5%, TexasRed fluor -2% and Tau fibril FP -2%.
Cc1cc(-c2nnc(CCC(=O)NC(c3ccccc3)c3ccccc3)o2)no1 was read as TRb SRC2 PPI -6%, ALDH1A1 inh -6%, Tau fluor cs -5%, Tau ThT inhib 0%, L3MBTL1 inh -4%, GLA spleen mod -17%, TexasRed fluor -5% and Tau fibril FP -13%.
`CCNC(=S)N/N=C1\C(=O)c2cccc3cccc1c23` gave TRb SRC2 PPI -14%, ALDH1A1 inh 10µM*, Tau fluor cs -21%, Tau ThT inhib inconclusive, GLA spleen mod 8%, TexasRed fluor 0% and Tau fibril FP 8%.
O=C(N/N=C/c1ccccn1)c1ccc(Br)cc1 was read as TRb SRC2 PPI -5%, ALDH1A1 inh inconclusive, Tau fluor cs -16%, Tau ThT inhib inconclusive, L3MBTL1 inh -3%, GLA spleen mod -7%, TexasRed fluor -6% and Tau fibril FP -6%.
`CCOC(=O)c1csc(NC(=O)c2ccc(OC)c(OC)c2)n1` gave TRb SRC2 PPI -12%, ALDH1A1 inh 3%, Tau fluor cs -8%, Tau ThT inhib -14%, L3MBTL1 inh 4%, GLA spleen mod -18%, TexasRed fluor 0% and Tau fibril FP -10%.
O=C(COC(=O)CCSc1ccc(Cl)cc1)Nc1ccc(F)cc1 was read as TRb SRC2 PPI -12%, ALDH1A1 inh -5%, Tau fluor cs inconclusive, Tau ThT inhib 5%, L3MBTL1 inh 78%[activator], GLA spleen mod -5%, TexasRed fluor -1% and Tau fibril FP inconclusive.
`CC(NCCC1(Cc2ccccc2Cl)CCOC(C)(C)C1)c1cccs1` (stereo not given) gave TRb SRC2 PPI -4%, Tau fluor cs -11%, Tau ThT inhib -14%, L3MBTL1 inh 44%[activator], GLA spleen mod -10%, TexasRed fluor -1% and Tau fibril FP 11%.
For COc1ccc2c(c1)O[C@@H](c1ccc3c(c1)OCO3)[C@H](OC(=O)NS(=O)(=O)c1ccc(F)cc1)C2=O the results were TRb SRC2 PPI -4%, ALDH1A1 inh inconclusive, Tau fluor cs -9%, Tau ThT inhib -8%, GLA spleen mod -1%, TexasRed fluor -2% and Tau fibril FP 5%.
For C=CCC(NCc1ccco1)c1ccc(OC)cc1OC (stereo not given) the results were TRb SRC2 PPI -7%, ALDH1A1 inh 5%, Tau fluor cs 4%, Tau ThT inhib 0%, GLA spleen mod -12%, TexasRed fluor -2% and Tau fibril FP 5%.

A draw from above in order of heavy-atom count, descending:
Screening O=C(CSc1nc2c(cnn2-c2ccc(F)cc2)c(=O)[nH]1)N1CCCc2ccccc21 returned TRb SRC2 PPI 5%, ALDH1A1 inh -6%, Tau fluor cs -30%, Tau ThT inhib -14%, L3MBTL1 inh 9%, GLA spleen mod 2%, TexasRed fluor 2% and Tau fibril FP -10%.
Cc1cc(-c2nnc(CCC(=O)NC(c3ccccc3)c3ccccc3)o2)no1 was read as TRb SRC2 PPI -6%, ALDH1A1 inh -6%, Tau fluor cs -5%, Tau ThT inhib 0%, L3MBTL1 inh -4%, GLA spleen mod -17%, TexasRed fluor -5% and Tau fibril FP -13%.
`CCOC(=O)c1csc(NC(=O)c2ccc(OC)c(OC)c2)n1` gave TRb SRC2 PPI -12%, ALDH1A1 inh 3%, Tau fluor cs -8%, Tau ThT inhib -14%, L3MBTL1 inh 4%, GLA spleen mod -18%, TexasRed fluor 0% and Tau fibril FP -10%.
